High-throughput results deposited in PubChem by National Center for Advancing Translational Sciences (NCATS).
Menin-MLL TR inh – qHTS Assay for Inhibitors Targeting the Menin-MLL Interaction in MLL Related Leukemias: Competition With Texas Red Labeled MLL-derived Mutant Peptide; Menin + Texas Red MLL mutant peptide, fluorescence polarization; Potency, µM (titrated, usually from 61.6 µM), for the others: top-dose FP activity change, negative = inhibition, usual class: inhibitors; 0.23% of 270,000 active; AID 1768, 2009; active = well fitted inhibition curve with a large enough effect in the polarisation, with a control signal flat, not every such curve was filed as active; inconclusive = small, poorly fitted or top-dose-only effect, or effect the other way, or a change in a side signal; inactive = no such curve, though single readings can be large or run the other way; the % refers to the polarisation; also: potency is read from the fitted curve at half-maximal effect; % of control where 0% means no effect; many of its hits are not listed in these tables
Mito fusion act – qHTS Assay for Small Molecule Inhibitors of Mitochondrial Division or Activators of Mitochondrial Fusion. S. cerevisiae fusion-defective mutant growth rescue, CellTiterGlo 48 h. Potency, µM (highest dose often 46.1 µM), for the others: top-dose growth rescue (activation), usual class: activators. 0.23% of 320,000 active;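 also: potency is read from the fitted curve at half-maximal effect; % of control where 0% means no effect; nearly all actives have a fitted effect of over 45% in size; temperature-sensitive fusion mutants such as fzo1-1 at 37 °C on non-fermentable ethanol glycerol medium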
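Read-out: ATP-based luminescence (CellTiterGlo, 10 min ambient) reporting growth of fusion-defective ts yeast after 48 hours at 37C on glycerol/ethanol YPEG medium in the presence of compound.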
GALK inhibitor – qHTS Assay for Inhibitors of Human Galactokinase (GALK); P51570; Purified GALK, Kinase-Glo residual ATP luminescence; Potency, µM (doses to about 57.5 µM), for the others: top-dose activity change, negative = inhibition, usual class: inhibitors; 0.007% of 270,000 active; AID 1868, 2009; also: potency is read from the fitted curve at half-maximal effect; % is scaled to controls: 0 for no effect and ±100 for the full control effect
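Human GALK (5 nM) with 35 uM ATP and 100 uM galactose in 20 mM HEPES pH 8.0, 5 mM MgCl2, 60 mM NaCl, 1 mM DTT, 0.01% BSA. After 1 h at room temperature, leftover ATP was read by Kinase-Glo Plus luminescence.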
S-ASM inh – Inhibitors of Secretory Acid Sphingomyelinase (S-ASM): qHTS; placental ASM, HMU-PC fluorogenic substrate, 60 min; Sphingomyelin phosphodiesterase (Homo sapiens), P17405; 0.006% of 340,000 active; AID 504937, 2011; Potency, µM (highest dose often 57.5 µM), inactives show top-dose activity change, negative = inhibition, hits mostly inhibitors; also: potency is read from the fitted curve at half-maximal effect
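Fluorescence read-out (Ex 386 nm, Em 447 nm) after stopping the reaction at pH 10. Enzyme: ASM from human placenta; substrate HMU-PC0, 9 uM final; 60 min, 37 °C. Compound preincubation 10 min, ambient temperature.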
PKM2 activator – qHTS Assay for Activators of Human Muscle isoform 2 Pyruvate Kinase; Pyruvate kinase PKM (Homo sapiens), P14618; purified PKM2, Kinase-Glo ATP luminescence, activation; response scale: 0% is enzyme alone, no compound; Potency, µM (highest dose often 57.5 µM), for the others: at the highest dose activation, usual class: activators; 0.34% of 260,000 active; AID 1631, 2009; also: potency is read from the fitted curve at half-maximal effect; % is scaled to controls: 0 for no effect and ±100 for the full control effect; nearly all actives have a fitted effect of over 55% in size
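Kinase-Glo luminescence reports ATP generated from ADP (0.1 mM) and PEP (0.5 mM) by purified hPK-M2 after 1 h at room temperature, pH 7.2 imidazole buffer; intermediate enzyme activity allows detecting inhibitors and activators.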
KCNH2 WT inh – qHTS for Inhibitors of KCHN2 3.1: Wildtype qHTS; U2OS, BacMam KCNH2, thallium flux FluxOr; active compounds read low; AID 720551, 2013; 0.37% of 340,000 active; activity change, % at 1.84 µM;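 active = maximum activity change below -70%; inconclusive = maximum activity change between -70% and -50%; inactive = maximum activity change above -50%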; also: % is scaled to controls: 0 for no effect and ±100 for the full control effect
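U2OS cells were transduced with wild-type KCNH2 virus (2.03 x 10^8 / mL) for 4 h at room temperature, then cultured overnight at 37 C. Thallium flux was read with FluxOr dye. Rate constants were normalized to DMSO controls.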
TSHR antagonist – Antagonists of the Thyroid Stimulating Hormone Receptor: HTS campaign. 0.2% of 330,000 active. activity change, negative = inhibition, % at 11.5 µM. TSHR-expressing cells, TSH-stimulated cAMP HTRF, 2 h; active compounds read low. Thyrotropin receptor (Homo sapiens), P16473. AID 504810, 2011;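 active = activity change below a set negative limit, meaning inhibition stronger than a set level, cut at about -70% in these data; inconclusive = activity change between two set negative limits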; also: % is scaled to controls: 0 for no effect and ±100 for the full control effect
Target sequence (P16473 whole entry, looked up): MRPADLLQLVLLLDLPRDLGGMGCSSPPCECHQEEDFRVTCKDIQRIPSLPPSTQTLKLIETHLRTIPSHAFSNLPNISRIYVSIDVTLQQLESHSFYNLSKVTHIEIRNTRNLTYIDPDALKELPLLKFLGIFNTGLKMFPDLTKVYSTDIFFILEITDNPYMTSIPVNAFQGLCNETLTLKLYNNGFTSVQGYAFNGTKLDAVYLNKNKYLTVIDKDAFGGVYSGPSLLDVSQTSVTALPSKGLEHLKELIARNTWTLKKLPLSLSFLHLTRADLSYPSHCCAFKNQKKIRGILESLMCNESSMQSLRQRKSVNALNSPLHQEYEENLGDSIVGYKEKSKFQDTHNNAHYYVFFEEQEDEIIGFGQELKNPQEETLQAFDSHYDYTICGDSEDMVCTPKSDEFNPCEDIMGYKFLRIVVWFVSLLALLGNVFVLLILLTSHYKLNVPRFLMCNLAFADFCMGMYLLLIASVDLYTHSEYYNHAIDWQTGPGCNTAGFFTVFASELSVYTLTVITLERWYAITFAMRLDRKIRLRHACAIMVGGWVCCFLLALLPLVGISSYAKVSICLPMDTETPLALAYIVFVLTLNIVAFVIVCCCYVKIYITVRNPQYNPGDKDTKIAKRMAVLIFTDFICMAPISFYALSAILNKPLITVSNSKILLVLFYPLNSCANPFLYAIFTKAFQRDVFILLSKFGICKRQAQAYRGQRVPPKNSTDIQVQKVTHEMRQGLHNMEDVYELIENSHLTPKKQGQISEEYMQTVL
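Antagonism was scored as loss of TSH-driven cAMP in TSHR cells, stimulated with 4nM TSH (EC80) for 2 hours at 37 deg C and detected by homogeneous HTRF competition immunoassay.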
USP2a inh – qHTS Assay for Inhibitors of Ubiquitin-specific Protease USP2a Using CHOP2 as the Reporter. 0.01% of 330,000 active. Ubiquitin carboxyl-terminal hydrolase 2 (Homo sapiens), O75604. USP2 core, Ub-CHOP2 coupled fluorogenic reporter, 485/531. Potency, µM (highest dose often 38.3 µM), inactives show top-dose activity change, negative = inhibition, actives largely listed as inhibitors;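 also: potency is read from the fitted curve at half-maximal effect; plate controls were DMSO wells for no effect and full inhibition by NEM control for full effect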
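Deubiquitinase activity read as fluorescence (485/531 nm) after Ub-CHOP2 cleavage activates the enterokinase reporter on its substrate; USP2 core 10nM, Ub-CHOP2 and substrate 25nM each, 30min compound preincubation then 60min RT; data normalized to NEM, curves fitted.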
Eya2 inh – qHTS Assay for Inhibitors of the Phosphatase Activity of Eya2; Protein phosphatase EYA2 (Homo sapiens), O00167; Potency, µM (titrated, usually from 76.9 µM), for inactives: top-dose activity, negative = inhibition, actives largely listed as inhibitors; AID 488837, 2010; 0.006% of 330,000 active; recombinant Eya2, OMFP fluorescence dephosphorylation (OMFP is methylfluorescein phosphate); also: potency is read from the fitted curve at half-maximal effect; % is scaled to controls: 0 for no effect and ±100 for the full control effect
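Eya2 protein (added as 0.2 uM solution) was preincubated with compound for 10 min at ambient temperature in 50 mM HEPES pH 7.5, 50 mM NaCl, 5 uM MgCl2, 0.05% BSA, 1 mM DTT. OMFP (added at 50 uM) then reacted 10 min; fluorescence read at 485/525 nm.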
BCR signal inh – qHTS Assay to Find Inhibitors of Chronic Active B-Cell Receptor Signaling. 0.05% of 340,000 active. AID 493014, 2011. ABC-DLBCL IkBa-CBG/CBR reporter, luminescence ratio, 4 h. Potency, µM (series often up to 46.1 µM), for the others: at the highest dose ratio change, negative = lower green/red ratio, actives largely listed as inhibitors; active = well fitted inhibition curve with a large enough effect in the signal ratio, with a control signal flat, not every such curve was filed as active; inconclusive = small, poorly fitted or top-dose-only effect, or effect the other way, or a change in a side signal; the % refers to the signal ratio;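 also: potency is read from the fitted curve at half-maximal effect; plate controls were basal doxycycline-induced cells for no effect and cells given 10 µM MG132 for full effect; MG132 reads +100%, hits lower the ratio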
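TMD8 human ABC-DLBCL cells with doxycycline-inducible IκBα–green luciferase fusion and unfused red luciferase, in 0.5% FBS medium; compounds up to 46 uM, 4 h at 37C. Green/red luminescence ratio, filter-overlap corrected, fitted to concentration-response curves.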
MBNL1-CUG inh – qHTS Assay for Inhibitors of MBNL1-poly(CUG) RNA binding. Muscleblind-like protein 1 (Homo sapiens), Q9NR56. AID 2675, 2010. Potency, µM (titrated, usually from 57.5 µM), without a hit: at the top dose activity change, negative = inhibition, actives largely listed as inhibitors. 0.036% of 280,000 active. TR-FRET MBNL1-His/biotin-(CUG)12 binding, 665/545 ratio; active = well fitted inhibition curve with a large enough effect in the signal ratio, with a control signal flat, not every such curve was filed as active; inconclusive = small, poorly fitted or top-dose-only effect, or effect the other way, or a change in a side signal; inactive = no such curve, though single readings can be large or run the other way; the % refers to the signal ratio; also: potency is read from the fitted curve at half-maximal effect; % is scaled to controls: 0 for no effect and ±100 for the full control effect
Target sequence (Q9NR56 whole entry, looked up): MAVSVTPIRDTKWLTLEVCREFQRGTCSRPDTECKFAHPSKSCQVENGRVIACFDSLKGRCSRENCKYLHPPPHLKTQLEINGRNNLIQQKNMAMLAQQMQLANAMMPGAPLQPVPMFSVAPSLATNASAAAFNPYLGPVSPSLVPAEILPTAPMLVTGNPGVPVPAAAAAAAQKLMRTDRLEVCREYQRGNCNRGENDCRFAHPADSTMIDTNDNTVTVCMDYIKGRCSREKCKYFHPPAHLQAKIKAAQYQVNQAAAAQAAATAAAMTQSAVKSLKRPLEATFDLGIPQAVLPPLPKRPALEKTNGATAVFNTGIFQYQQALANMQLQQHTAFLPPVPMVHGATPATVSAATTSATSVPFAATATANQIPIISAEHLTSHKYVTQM
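Compound titration spanned 92 nM–58 uM against the MBNL1-His/biotin-(CUG)12 complex. After 60 min at room temperature with 5 nM streptavidin-XL665 and 0.055 ng/ul terbium anti-His, ratiometric 665/545 nm emission (Ex 340 nm) normalized to controls.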
Active calls of the source: *; ? = inconclusive; · = no result given; [ ] = another dose, or the depositor's remark. Unless noted, calls follow the shape of the dose curve; as a rule, active = well fitted curve in the direction sought with a large enough effect; inconclusive = small, poorly fitted or top-dose-only effect, or another doubt; inactive = no such curve, though single readings can be large; an effect the other way counts as inactive or inconclusive.

SMILES	Menin-MLL TR inh	Mito fusion act	GALK inhibitor	S-ASM inh	PKM2 activator	KCNH2 WT inh	TSHR antagonist	USP2a inh	Eya2 inh	BCR signal inh	MBNL1-CUG inh
CCN(CC)c1ccc2cc(S(=O)(=O)c3ccc(C)cc3)c(=O)oc2c1	3.9%	-1.2%	0.6%	392.1%[activator]	?	-21.0	-7.7	15.3%	24.7%	0.1%	·
CCOc1ccc(N(C)S(=O)(=O)c2ccc(C)c(C(=O)NCc3ccccc3OC)c2)cc1	·	15.6%	·	-2.1%	·	2.2	-12.8	-5.1%	3.4%	3.2%	·
COCC(C)N=C1NN=C(c2c[nH]c3ccccc23)CS1 (stereo not drawn)	-8.5%	3.9%	2.6%	-7.5%	1.2%	5.4	3.5	1.0%	5.7%	-8.5%	?
Cc1nc(N2CCc3ccccc3C2)[nH]c(=O)c1CCC(C)C	-5.6%	1.4%	1.9%	-0.5%	-12.8%	7.4	7.7	2.1%	-2.6%	?	-2.7%
CCOC(=O)C1=C(C)NC(=O)NC1c1ccc(OCCO)c(OC)c1 (stereo not drawn)	-9.7%	-1.8%	-3.7%	4.0%	-1.6%	-3.7	5.0	-1.8%	-0.1%	1.6%	-3.6%
CCOC(=O)c1c(NC(=O)CCN2C(=O)c3cccc([N+](=O)[O-])c3C2=O)sc(C(=O)OC(C)C)c1C	8.9%	-0.7%	·	1.6%	-13.0%	10.2	8.6	4.7%	10.4%	1.1%	-14.1%
CC(=O)c1ccc(NC(=O)C2C3C=CC(O3)C2C(=O)O)cc1 (stereo not drawn)	8.7%	-0.3%	6.0%	-10.5%	·	-0.4	8.9	-0.2%	-15.5%	-2.1%	3.1%
O=c1c2ccccc2c(/C=N/c2nnc(Cc3ccccc3)s2)c(O)n1-c1ccc(Cl)cn1	-3.6%	-6.9%	-2.9%	480.8%[activator]	-0.3%	1.6	3.8	2.9%	5.0%	?	16.8%
CC(C)c1ccc(COc2ccc(C(=O)N3CCOCC3)cc2)cc1	-12.1%	-3.9%	-2.4%	1.4%	-1.4%	-5.7	-2.7	-0.8%	-2.0%	-1.5%	-7.0%
CCN(CC)c1ccc(S(=O)(=O)Nc2cc(Cl)ccc2Cl)cc1NC(=S)NC(=O)C1CCCC1	-7.5%	-5.7%	3.8%	-8.1%	-4.9%	-29.4	-5.6	-17.6%	-2.3%	9.6%	-3.5%
Cc1ccc(Nc2ncnc3sc(C)c(C)c23)cc1	6.6%	-5.4%	0.7%	-1.7%	6.3%	7.1	-19.4	5.0%	-7.5%	-7.9%	-16.7%
CCOC(=O)N1CCN(CCC(=O)c2ccc(Cl)cc2)CC1	9.5%	2.6%	2.4%	0.0%	-18.0%	12.8	16.5	0.6%	-29.1%	?	-3.9%
CN(C(=O)CN1C(=O)/C(=C/c2ccc(Cl)cc2)SC1=S)C1CCS(=O)(=O)C1 (stereo not drawn)	·	-1.3%	-5.5%	-27.7%	·	-18.5	-4.8	-0.3%	3.8%	2.9%	12.8%
O=c1oc2ccccc2n1CCc1ccccc1	15.3%	4.6%	1.7%	1.4%	1.1%	4.3	-18.1	-0.2%	7.7%	4.2%	3.2%
O=C(COC(=O)c1cn(-c2ccccc2)nc1-c1cccnc1)NC1CC1	-0.5%	-3.0%	10.6%	4.4%	-5.2%	-10.7	3.4	0.9%	5.6%	-0.1%	-5.3%
CC1CN=C(N(C(=O)Nc2ccccc2)c2ccc(S(=O)(=O)N3CCOCC3)cc2)S1 (stereo not drawn)	-5.9%	5.4%	-1.7%	-0.7%	-11.5%	0.4	-1.7	-0.8%	-31.9%	-7.7%	-10.9%
CC(C)C[C@H]1CN=C(N(C)C)N1CCCCc1ccccc1	·	1.1%	·	5.6%	·	17.5	-8.8	1.2%	-15.6%	-11.6%	·
Nc1nc(CSC(=S)N2CCOCC2)nc(Nc2ccc(F)cc2)n1	?	-3.9%	0.8%	-1.7%	28.2%	-1.7	0.0	-0.4%	1.2%	-12.2%	-9.5%
O=C(Nc1ccc(Cl)c(Cl)c1)C1C2C=CC3(O2)C1C(=O)N(CCN1CCCCC1)C3C(=O)NC1CCCCC1 (stereo not drawn)	-7.8%	-2.4%	-1.9%	-1.1%	1.1%	18.8	8.0	2.0%	-2.8%	6.3%	-4.9%
CC(=O)NC(Cc1c[nH]c2ccccc12)C(=O)N1CCN(S(=O)(=O)c2ccccc2)CC1 (stereo not drawn)	·	-1.7%	·	-3.8%	·	8.6	-2.5	-1.2%	9.2%	-5.9%	·
Cc1[nH]c2ccc(C(=O)OC(C)C(=O)NCc3ccccc3)cc2c1C (stereo not drawn)	·	-2.2%	·	-8.5%	·	31.6	-11.3	7.4%	-24.8%	-11.8%	·
Cc1ccc(S(=O)(=O)N2CCOCC2)c(C)c1-n1cnnn1	5.1%	-0.7%	-3.1%	1.4%	-0.5%	-6.2	2.9	0.4%	-5.9%	11.9%	5.7%
CCOC(=O)c1ccc2c(c1)NC(=O)C(N1CCN(c3ccc(OC)cc3)CC1)S2 (stereo not drawn)	-1.1%	-6.0%	-1.1%	-3.4%	-7.8%	-2.6	0.2	3.6%	4.4%	2.4%	2.1%
CC(OC(=O)c1ccccc1)C(=O)NCc1ccco1 (stereo not drawn)	·	·	·	3.7%	·	9.1	·	6.1%	-11.6%	1.9%	·
NS(=O)(=O)c1ccc(CNC(=O)/C=C/c2ccc(Cl)c(Cl)c2)cc1	17.0%	-6.7%	0.3%	-7.2%	1.3%	4.9	-6.1	1.4%	-3.4%	?	?
Cc1ccc(C(=O)Nc2cccnc2)cc1S(=O)(=O)N1CCCCC1	-3.7%	4.4%	0.2%	-3.9%	0.1%	6.1	-4.4	1.2%	4.8%	?	1.2%
O=C(CCC(=O)NNC(=O)COc1ccc(Br)cc1Br)NCc1ccccc1	9.0%	-8.1%	-0.7%	-4.4%	0.9%	-2.0	1.7	3.3%	-2.9%	3.8%	-10.7%
CCNc1nc(Nc2ccc(C)c(Cl)c2)c2cnn(C)c2n1	63.7%[activator]	3.7%	1.7%	-22.5%	·	4.9	-9.9	-1.5%	-6.8%	0.7%	18.0%
CCc1ccc(N2CC34C=CC(O3)C(C(=O)OC(C)C)C4C2=O)cc1 (stereo not drawn)	7.9%	-1.1%	-3.3%	-1.5%	-6.0%	18.8	-7.2	0.5%	-22.9%	3.1%	-7.8%
CC(C)Oc1cccc(C(=O)C2CCCN(Cc3cnc(N4CCCC4)s3)C2)c1 (stereo not drawn)	-17.2%	-2.9%	3.2%	-1.8%	-7.2%	17.0	20.5	-2.1%	-1.5%	?	-3.6%
CCN(CC)c1ccc(C(=O)NNC(=O)c2ccc3c(=O)n4c(nc3c2)CCC4)cc1	·	-0.8%	·	-1.5%	·	0.9	-1.9	4.9%	-24.0%	1.2%	·
COc1cccc(C(=O)Nc2cc(OC)ccc2NC(=O)c2ccco2)c1	·	0.5%	-1.8%	-2.5%	3.9%	1.8	-3.9	-5.3%	4.1%	-0.5%	-2.4%
OCCNc1nc(N2CCN(Cc3ccccc3)CC2)nc2ccccc12	-2.7%	2.6%	-0.7%	17.6%	-2.7%	16.2	6.2	1.1%	-2.3%	-1.3%	7.5%

An excerpt. The share of hits here may be higher or lower than overall.
